EBI2 antag: EBI2 receptor antagonists, beta-arrestin recruitment, primary screen, cell-based, luminescence, 7a,25-OHC stimulation, uHTS | 7a,25-OHC stimulated | inhibition, % at 5 µM | 360,000 compounds, 0.81% hits | AID 651636, 2012; in the data active means inhibition above about 38%;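 further: enzyme fragment complementation signal reports receptor beta-arrestin coupling in cells; 0% = agonist plus DMSO wells and 100% = wells without agonist; some results beyond the cut were filed as inactive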
Target sequence (P32249 whole entry, looked up, the tested form may be a part): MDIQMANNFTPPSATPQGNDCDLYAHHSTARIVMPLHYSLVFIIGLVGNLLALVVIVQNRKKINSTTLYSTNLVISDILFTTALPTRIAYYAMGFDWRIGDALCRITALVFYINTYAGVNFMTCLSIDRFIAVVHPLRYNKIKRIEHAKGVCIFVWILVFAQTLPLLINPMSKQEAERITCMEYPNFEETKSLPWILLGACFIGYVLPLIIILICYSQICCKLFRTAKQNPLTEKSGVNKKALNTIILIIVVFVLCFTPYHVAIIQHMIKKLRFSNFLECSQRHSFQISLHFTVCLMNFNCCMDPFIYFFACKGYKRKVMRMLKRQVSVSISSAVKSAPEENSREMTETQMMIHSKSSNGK
697 NFkB inh: inhibitors of PMA/ionomycin-induced NF-kB reporter, 697 cells, primary screen, B-cell NF-kB inhibitor project, cell-based, luminescence, uHTS; inhibition, % at 4 µM; 697 B-cell NF-kB luciferase reporter, 16 h; AID 435022, 2010; 330,000 compounds, 0.33% hits; in the data active means inhibition above about 35%
SENP8 inh: SENP8 protease inhibitors, primary screen, biochemical, luminescence; purified SENP8, Z-RLRGG-aminoluciferin cleavage; inhibition, % at 10 µM; 330,000 compounds, 1.2% hits
Apaf1 inhib: inhibitors of human Apaf-1 apoptosome, primary screen, biochemical, DEVD-Rh110 fluorescence, uHTS | Apoptotic protease-activating factor 1 (Homo sapiens), O14727 | inhibition, % at 20 µM | 330,000 compounds, 0.71% hits | reconstituted apoptosome caspase-3 activity; active means inhibition of at least 40% at 20 µM;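 further: plate controls were DMSO wells for no effect and DEVD-CHO caspase inhibitor wells for full effect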
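Material: reconstituted apoptosome with Apaf-1, cytochrome c, caspase-9, procaspase-3, dATP. Technique: Rh110 fluorescence intensity. Buffer or medium: pH 7.5 Hepes buffer with CHAPS, BSA, DTT. Times: 30 min plus 50 min, RT.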
Jurkat NFkB inh: inhibitors of induced NF-kB luciferase reporter, primary screen, TCR NF-kB activation inhibitor project, cell-based, luminescence, uHTS; 330,000 compounds, 0.53% hits; inhibition, % at 4 µM; Jurkat, PMA/ionomycin-induced NF-kB luciferase reporter; AID 435003, 2010
Gli-Sufu block: Gli-Sufu pathway antagonists, primary screen, luciferase luminescence, Sufu-KO-LIGHT cells, uHTS; Sufu-KO-LIGHT fibroblasts, Gli luciferase reporter luminescence; inhibition, % at 5 µM; 340,000 compounds, 0.74% hits;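 active means inhibition above about 55%, limit read from the data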;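 further: 0% = DMSO-treated cells and 100% = wells with medium but no cells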
UBC13 polyUb: UBC13 polyubiquitin chain formation inhibitors, primary screen, biochemical, TR-FRET, uHTS | inhibition, % at 20 µM | AID 485273, 2010 | 330,000 compounds, 0.47% hits; in the data active means inhibition above about 45%, passing the limit was not always enough
Target sequence (P61088 whole entry, looked up): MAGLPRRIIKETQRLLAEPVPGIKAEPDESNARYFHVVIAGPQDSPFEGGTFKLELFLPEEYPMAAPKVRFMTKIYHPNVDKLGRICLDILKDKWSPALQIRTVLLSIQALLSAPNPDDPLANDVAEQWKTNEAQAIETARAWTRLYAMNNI
CCR6 antag: CCR6 receptor antagonists, primary screen, cell-based, CHO-K1, luminescence, beta-arrestin, uHTS; CHO-K1 CCR6 PathHunter beta-arrestin, CCL20-stimulated; inhibition, % at 20 µM; 340,000 compounds, 0.49% hits;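 active means compounds whose inhibition of the agonist-driven luminescence signal at 20 µM reaches about 50%, limit read from the data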;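 further: cells stimulated with CCL20 at 14 nM final; plate controls were DMSO with CCL20 for no effect and DMSO without agonist for full effect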
Target sequence (P51684 whole entry, looked up): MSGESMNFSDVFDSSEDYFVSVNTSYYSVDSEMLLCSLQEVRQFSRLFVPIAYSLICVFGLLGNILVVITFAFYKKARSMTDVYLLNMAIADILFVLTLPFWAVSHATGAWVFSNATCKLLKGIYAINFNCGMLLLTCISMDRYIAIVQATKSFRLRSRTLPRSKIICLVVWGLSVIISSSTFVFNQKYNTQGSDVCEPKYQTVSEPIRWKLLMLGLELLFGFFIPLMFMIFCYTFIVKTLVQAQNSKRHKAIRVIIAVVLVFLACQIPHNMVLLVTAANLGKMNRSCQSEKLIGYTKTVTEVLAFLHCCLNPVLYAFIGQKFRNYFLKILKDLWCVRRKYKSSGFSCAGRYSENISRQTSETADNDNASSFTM
* marks the source's active call; other numbers are inactive results. Unless noted, no stated cut-off is given here; in the data, active means inhibition above about 50%; inactive means the rest. The list is partial. The share of hits here may be higher or lower than overall.

CC(=O)Nc1ccc(NC(=O)c2cc(S(=O)(=O)N3CCCCC3)ccc2C)cc1 was read as EBI2 antag -6, 697 NFkB inh 11, SENP8 inh 0, Apaf1 inhib -7, Jurkat NFkB inh 7, Gli-Sufu block 0, UBC13 polyUb 6 and CCR6 antag 10.
O=C(Nc1ccc(Cl)c(Cl)c1)Nc1ccccc1O was read as EBI2 antag 7, 697 NFkB inh -140, SENP8 inh 98*, Apaf1 inhib 19, Jurkat NFkB inh -112, Gli-Sufu block 7, UBC13 polyUb -7 and CCR6 antag -4.
Screening O=C(NCCc1ccccc1)c1ccc2c(c1)OCCCO2 returned EBI2 antag 0, 697 NFkB inh 63*, SENP8 inh 78*, Apaf1 inhib 2, Jurkat NFkB inh 87*, Gli-Sufu block 70*, UBC13 polyUb 6 and CCR6 antag 0.
For COc1ccc(-c2nc(CS(=O)CC(=O)NCCCN3CCCC3)c(C)o2)cc1OC (stereo unspecified) the results were EBI2 antag -6, 697 NFkB inh 1, SENP8 inh -2, Apaf1 inhib 12, Jurkat NFkB inh 0, Gli-Sufu block -1, UBC13 polyUb 0 and CCR6 antag -4.
`CCOc1ccc(CN2C(=O)c3ccccc3Sc3ccc(C(=O)NCCCN4CCOCC4)cc32)cc1` gave EBI2 antag 6, 697 NFkB inh -20, SENP8 inh -9, Apaf1 inhib 22, Jurkat NFkB inh 4, UBC13 polyUb 7 and CCR6 antag 27.
For CC1=C(C(=O)NCc2ccccc2)C(c2ccc(C)o2)n2ncnc2N1 (stereo unspecified) the results were EBI2 antag 12, 697 NFkB inh -9, SENP8 inh 7, Apaf1 inhib -8, Jurkat NFkB inh -2, Gli-Sufu block 2, UBC13 polyUb 0 and CCR6 antag -7.
Screening Cc1ccc(CNc2ccc(S(=O)(=O)N3CCOCC3)cc2[N+](=O)[O-])cc1 returned EBI2 antag -3, 697 NFkB inh -7, SENP8 inh -9, Apaf1 inhib 9, Jurkat NFkB inh -12, Gli-Sufu block 6, UBC13 polyUb -8 and CCR6 antag 19.
For COc1cc2c(cc1NC(=O)Nc1cccc(C)c1)oc1ccccc12 the results were EBI2 antag 16, 697 NFkB inh 10, SENP8 inh 1, Apaf1 inhib -11, Jurkat NFkB inh -4, Gli-Sufu block -8, UBC13 polyUb 8 and CCR6 antag 8.
`O=C(COC(=O)CCCN1C(=O)c2ccccc2C1=O)Nc1cc(Cl)cc(Cl)c1` gave EBI2 antag 6, 697 NFkB inh -18, SENP8 inh -6, Apaf1 inhib 15, Jurkat NFkB inh -6, Gli-Sufu block -3, UBC13 polyUb -3 and CCR6 antag 17.
For Cc1ccc(S(=O)(=O)N2CCC(C(=O)NC3CC3)CC2)cc1 the results were EBI2 antag -6, 697 NFkB inh 3, SENP8 inh 3, Apaf1 inhib 7, Jurkat NFkB inh 10, Gli-Sufu block 15, UBC13 polyUb 0 and CCR6 antag 7.
Screening Cn1c(=O)c2c(nc(CN3CCN(CCO)CC3)n2Cc2cccc3ccccc23)n(C)c1=O returned EBI2 antag 6, 697 NFkB inh 16, SENP8 inh 5, Apaf1 inhib 3, Jurkat NFkB inh 2, Gli-Sufu block 21, UBC13 polyUb 5 and CCR6 antag 0.
For Clc1ccccc1Cn1nnc2c(NCCN3CCOCC3)ncnc21 the results were EBI2 antag 4, 697 NFkB inh 24, SENP8 inh 7, Apaf1 inhib -19, Jurkat NFkB inh -3, Gli-Sufu block 2, UBC13 polyUb 6 and CCR6 antag -11.
`NC1=NC[C@H](c2ccccc2)N1CCc1cccc(F)c1` gave EBI2 antag -12, 697 NFkB inh -6, SENP8 inh 3, Apaf1 inhib 12, Jurkat NFkB inh -4, Gli-Sufu block 20, UBC13 polyUb 18 and CCR6 antag 1.
Screening CC(NS(=O)(=O)c1ccc(Br)cc1)C(=O)NCC1CCCO1 (stereo unspecified) returned EBI2 antag 2, 697 NFkB inh 5, SENP8 inh -1, Apaf1 inhib 3, Jurkat NFkB inh -15, Gli-Sufu block 14, UBC13 polyUb 2 and CCR6 antag 7.
Clc1ccccc1N1CCN(Cc2ccc(Br)o2)CC1 was read as EBI2 antag -12, 697 NFkB inh 11, SENP8 inh 2, Apaf1 inhib -2, Jurkat NFkB inh 7, Gli-Sufu block 8, UBC13 polyUb 0 and CCR6 antag 16.
For Cc1ccc(S(=O)(=O)/C=C2\NC(=O)CS2)cc1 the results were EBI2 antag -4, 697 NFkB inh 19, SENP8 inh -3, Apaf1 inhib -3, Jurkat NFkB inh 15, Gli-Sufu block 17, UBC13 polyUb -5 and CCR6 antag -9.
`CN1CCN(C(=S)NC(=O)/C=C/c2cccc3ccccc23)CC1` gave EBI2 antag 2, 697 NFkB inh -9, SENP8 inh 4, Apaf1 inhib -15, Jurkat NFkB inh 24, Gli-Sufu block -3, UBC13 polyUb 1 and CCR6 antag 8.
CC(NC(=O)c1ccc(CS(=O)(=O)Cc2ccccc2F)o1)c1ccc2c(c1)OCCO2 (stereo unspecified) was read as EBI2 antag -4, 697 NFkB inh 21, SENP8 inh 3, Apaf1 inhib 7, Jurkat NFkB inh -3, Gli-Sufu block 19, UBC13 polyUb -2 and CCR6 antag -9.
`CC(=O)c1c(N2CCOCC2)nc(=O)n(-c2ccccc2)c1C` gave EBI2 antag -1, 697 NFkB inh -16, SENP8 inh 1, Apaf1 inhib -4, Jurkat NFkB inh -11, Gli-Sufu block -3, UBC13 polyUb -1 and CCR6 antag -1.
CSCCC(NC(N)=O)C(=O)NCc1ccccc1Cl (stereo unspecified) was read as EBI2 antag 6, 697 NFkB inh 3, SENP8 inh 5, Apaf1 inhib -5, Jurkat NFkB inh -11, Gli-Sufu block -3, UBC13 polyUb 0 and CCR6 antag 27.
`CC(C)[C@H](NC(=O)c1ccc(F)cc1)C(=O)OCC(=O)NC(=O)c1cccn1C` gave EBI2 antag -1, 697 NFkB inh 1, SENP8 inh -1, Apaf1 inhib -2, Jurkat NFkB inh -1, Gli-Sufu block 42, UBC13 polyUb -7 and CCR6 antag 14.
Screening Cc1ccc(C)c(S(=O)(=O)N2CCN(Cc3cc4c(cc3O)OCO4)CC2)c1 returned EBI2 antag 5, 697 NFkB inh 1, SENP8 inh 6, Apaf1 inhib 9, Jurkat NFkB inh -9, Gli-Sufu block 1, UBC13 polyUb 9 and CCR6 antag 17.
For N#Cc1ccccc1COC(=O)c1cc(=O)c2ccccc2o1 the results were EBI2 antag -2, 697 NFkB inh -3, SENP8 inh -14, Apaf1 inhib 13, Jurkat NFkB inh -15, Gli-Sufu block -1, UBC13 polyUb -11 and CCR6 antag 3.
`N#Cc1ccc(/C=N/N=C(N)N)cc1` gave EBI2 antag -7, 697 NFkB inh 0, SENP8 inh -2, Apaf1 inhib -1, Jurkat NFkB inh 6, Gli-Sufu block 2, UBC13 polyUb -1 and CCR6 antag 3.
Screening N#Cc1ccc(S(=O)(=O)N2CCN(C(=O)C3CC(=O)N(c4ccc5c(c4)OCCO5)C3)CC2)cc1 (stereo unspecified) returned EBI2 antag -8, 697 NFkB inh 9, SENP8 inh -1, Apaf1 inhib 9, Jurkat NFkB inh -2, Gli-Sufu block 0, UBC13 polyUb 10 and CCR6 antag 1.
Screening COC(=O)c1cccc(CSc2nnc(-c3ccco3)n2-c2ccccc2)c1 returned EBI2 antag 5, 697 NFkB inh 0, SENP8 inh -4, Apaf1 inhib 13, Jurkat NFkB inh 3, Gli-Sufu block 16, UBC13 polyUb 12 and CCR6 antag 13.
CCC(C(=O)Nc1ncn[nH]1)(C(F)(F)F)C(F)(F)F was read as EBI2 antag -4, 697 NFkB inh 11, SENP8 inh 2, Apaf1 inhib -9, Jurkat NFkB inh -11, Gli-Sufu block 1, UBC13 polyUb 8 and CCR6 antag -5.
O=C(/C=C/c1ccc(-c2ccc(F)cc2)o1)N1CCCC1 was read as EBI2 antag 0, 697 NFkB inh -66, SENP8 inh 13, Apaf1 inhib 7, Jurkat NFkB inh -53, Gli-Sufu block -72, UBC13 polyUb -4 and CCR6 antag 7.
`CCN1CCN(CC(=O)N2N=CCC2c2ccccc2)CC1` (stereo unspecified) gave EBI2 antag -11, 697 NFkB inh 0, SENP8 inh 0, Apaf1 inhib -1, Jurkat NFkB inh -5, Gli-Sufu block -8, UBC13 polyUb -2 and CCR6 antag 1.
`COc1cccc(CNC(=O)CCc2ccc(OC)c(OC)c2)c1` gave EBI2 antag 7, 697 NFkB inh -21, SENP8 inh -11, Apaf1 inhib 1, Jurkat NFkB inh -13, UBC13 polyUb -6 and CCR6 antag 4.

Five compounds drawn at random from those above:
Clc1ccccc1N1CCN(Cc2ccc(Br)o2)CC1 was read as EBI2 antag -12, 697 NFkB inh 11, SENP8 inh 2, Apaf1 inhib -2, Jurkat NFkB inh 7, Gli-Sufu block 8, UBC13 polyUb 0 and CCR6 antag 16.
`O=C(COC(=O)CCCN1C(=O)c2ccccc2C1=O)Nc1cc(Cl)cc(Cl)c1` gave EBI2 antag 6, 697 NFkB inh -18, SENP8 inh -6, Apaf1 inhib 15, Jurkat NFkB inh -6, Gli-Sufu block -3, UBC13 polyUb -3 and CCR6 antag 17.
`CC(=O)c1c(N2CCOCC2)nc(=O)n(-c2ccccc2)c1C` gave EBI2 antag -1, 697 NFkB inh -16, SENP8 inh 1, Apaf1 inhib -4, Jurkat NFkB inh -11, Gli-Sufu block -3, UBC13 polyUb -1 and CCR6 antag -1.
For N#Cc1ccccc1COC(=O)c1cc(=O)c2ccccc2o1 the results were EBI2 antag -2, 697 NFkB inh -3, SENP8 inh -14, Apaf1 inhib 13, Jurkat NFkB inh -15, Gli-Sufu block -1, UBC13 polyUb -11 and CCR6 antag 3.
Screening COC(=O)c1cccc(CSc2nnc(-c3ccco3)n2-c2ccccc2)c1 returned EBI2 antag 5, 697 NFkB inh 0, SENP8 inh -4, Apaf1 inhib 13, Jurkat NFkB inh 3, Gli-Sufu block 16, UBC13 polyUb 12 and CCR6 antag 13.

Carrying on:
`NS(=O)(=O)c1ccc(CCNc2ccc(C(F)(F)F)cn2)cc1` gave EBI2 antag 8, 697 NFkB inh 10, SENP8 inh -4, Apaf1 inhib 1, Jurkat NFkB inh 14, Gli-Sufu block -14, UBC13 polyUb 5 and CCR6 antag 24.
For O=C(CN1CCOCC1)NN1CC(=O)N(c2ccc(Cl)cc2)CC1=O the results were EBI2 antag -2, 697 NFkB inh -1, SENP8 inh -9, Apaf1 inhib -1, Jurkat NFkB inh -8, Gli-Sufu block -4, UBC13 polyUb -4 and CCR6 antag -4.
Screening Cc1cc(C)c(C)c(S(=O)(=O)NCC(=O)Nc2sc3c(c2C(N)=O)CCCC3)c1C returned EBI2 antag 5, 697 NFkB inh -20, SENP8 inh -3, Apaf1 inhib 30, Jurkat NFkB inh -18, Gli-Sufu block 0, UBC13 polyUb -12 and CCR6 antag 1.
Screening O=C(NC1CCCC1)C(c1ccncc1)N(C(=O)c1csnn1)c1cccc(F)c1 (stereo unspecified) returned EBI2 antag 7, 697 NFkB inh 19, SENP8 inh -1, Apaf1 inhib -4, Jurkat NFkB inh 15, Gli-Sufu block 10, UBC13 polyUb 6 and CCR6 antag 7.
`O=C(NCCCN1CCCCCC1)C1CC(=O)N(CCc2ccccc2)C1` (stereo unspecified) gave EBI2 antag 7, 697 NFkB inh 20, SENP8 inh 3, Apaf1 inhib 17, Jurkat NFkB inh -11, Gli-Sufu block -24, UBC13 polyUb 40 and CCR6 antag -21.

Assay outcomes as filed in PubChem BioAssay.
